D2 potentiator: positively modulates the human D2 dopamine receptor allosterically | P14416 | HEK293 T-REx D2, calcium flux, EC20 dopamine potentiation | potentiation, % at 10 µM | actives 0.34% (n = 340,000) | AID 485347;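 active = potentiation over 3 SD above the plate norm, cut at about 30% in these data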; also: 0% is about no effect
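Tetracycline-induced HEK293 T-REx cells force-coupled to calcium signalling expressed D2; compounds were pin-added after a 10 s baseline, read kinetically 180 s, then an EC20 dopamine challenge followed with a further 180 s calcium read.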
D1 potentiator: human D1 dopamine receptor positive modulation; actives 0.036% (n = 360,000); AID 504651; potentiation, % at 10 µM; HEK293 TREx D1 cells, calcium flux, dopamine EC20 potentiation; P21728; in the data active = potentiation above about 30%; also: 0% is about no effect
TRHR PAM: allosterically enhances the human TRH receptor | TRHR cells, fluo-8 calcium fluorescence, EC20 TRH enhancement | enhancement, % at 2 µM | P34981 | AID 493056 | actives 0.66% (n = 360,000); in the data active = enhancement above about 30%; also: 0% is about no effect
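Enhancer read-out: after compound pinning and an initial kinetic agonist-mode read, an EC20 of TRH (10 nM final) was injected and fluo-8 calcium signal (Ex 480/Em 530) followed at 1 s/cycle for 100 cycles in TRHR-expressing cells.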
D1 antagonist: antagonists of human D1 dopamine receptor. actives 3.2% (n = 360,000). P21728. HEK293 TREx D1 cells, calcium flux, dopamine EC80; active compounds read low. activity change, negative = inhibition, % at 10 µM; in the data active = activity change below about -30%; also: % is scaled to controls: 0 for no effect and ±100 for the full control effect
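Calcium flux readout: force-coupled, inducible Hek293 Trex D1 line, cells induced overnight at 30 C with tetracycline, dye-loaded 30–90 min at RT. Antagonism scored against EC80 dopamine challenge given 180 s after compound.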
RXFP1 antag: blocks the human relaxin receptor RXFP1. HEK293-RXFP1, relaxin-stimulated cAMP HTRF, 30 min; active compounds read low. AID 1259400. actives 0.59% (n = 350,000). activity change, negative = inhibition, % at 57.5 µM. Q9HBX9;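 active = activity change of -60% or lower, but not beyond a set lower limit; inconclusive = change between -60% and -40%, or beyond the set limit; inactive = change above -40%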; also: % is scaled to controls: 0 for no effect and ±100 for the full control effect
Target sequence (Q9HBX9 whole entry, looked up): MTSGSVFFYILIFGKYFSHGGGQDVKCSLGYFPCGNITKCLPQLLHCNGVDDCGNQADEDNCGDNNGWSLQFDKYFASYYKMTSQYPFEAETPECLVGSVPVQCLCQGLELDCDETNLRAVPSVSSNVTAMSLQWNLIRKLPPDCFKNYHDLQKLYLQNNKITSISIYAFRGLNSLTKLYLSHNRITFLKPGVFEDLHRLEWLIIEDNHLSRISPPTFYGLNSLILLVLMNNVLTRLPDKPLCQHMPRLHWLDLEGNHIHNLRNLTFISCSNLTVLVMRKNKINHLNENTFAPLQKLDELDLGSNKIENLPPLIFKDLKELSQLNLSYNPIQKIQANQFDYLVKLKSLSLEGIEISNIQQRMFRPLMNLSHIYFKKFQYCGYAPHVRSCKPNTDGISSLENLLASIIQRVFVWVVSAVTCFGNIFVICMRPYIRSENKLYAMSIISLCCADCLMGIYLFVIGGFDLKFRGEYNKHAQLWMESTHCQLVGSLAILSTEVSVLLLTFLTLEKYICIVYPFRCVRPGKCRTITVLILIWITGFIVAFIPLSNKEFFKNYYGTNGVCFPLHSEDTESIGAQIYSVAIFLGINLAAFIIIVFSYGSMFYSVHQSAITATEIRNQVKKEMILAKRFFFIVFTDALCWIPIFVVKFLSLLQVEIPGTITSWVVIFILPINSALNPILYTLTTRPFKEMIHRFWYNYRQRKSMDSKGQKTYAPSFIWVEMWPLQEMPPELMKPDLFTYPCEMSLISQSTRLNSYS
D2 antag: antagonizes the human D2 dopamine receptor; HEK293 TREx D2 cells, calcium flux, dopamine EC80; inhibition, % at 10 µM; actives 2% (n = 340,000); in the data active = inhibition above about 30%; also: 0% is about no effect
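Calcium mobilization kinetics were recorded at 1 s intervals in tetracycline-induced HEK293 T-REx D2 cells, first for 180 s after compound addition and then 180 s after EC80 dopamine.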
D1 ag: human D1 receptor agonism. HEK293 T-REx D1 cells, calcium flux, agonist mode. activation, % at 2 µM. actives 1% (n = 360,000). AID 504660; also: 0% is about no effect
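Inducible HEK293 T-REx D1 cells, force-coupled to calcium signalling, were plated at 4000 cells/well with tetracycline and held overnight at 30 C. After no-wash calcium dye loading, compound-evoked calcium rise over 180 s flagged agonists.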
TRHR agonist: TRH receptor (human) agonism | activation, % at 2 µM | AID 493084 | TRHR cells, calcium flux fluo-8, FDSS agonist mode | actives 0.18% (n = 360,000) | P34981; also: 0% is about no effect
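Agonist-mode FDSS calcium read (Ex 480/Em 530, 1 s cycles) in 1536-well TRHR cells with fluo-8 dye, after 10-cycle baseline and 23 nL compound addition; TRH at EC20 (10 nM final) added afterwards for the enhancer phase.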
D2 ag: D2 dopamine receptor (human) agonism | P14416 | HEK293 T-REx D2 cells, calcium flux agonist mode | activation, % at 2 µM | actives 0.53% (n = 340,000);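 active = activation over 3 SD above normal in the single-dose calcium agonist read, cut at about 30% in these data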; also: 0% is about no effect
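Calcium-flux readout, 1 cycle/sec over 180 s following compound pin transfer, in inducible HEK293 Trex D2 cells (force-coupled); dopamine controls included. Positive calcium responses during this window marked compounds as potential agonists.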
Starred values were filed as active, the others as inactive; ? = inconclusive; . = no result given. Rule as the data show it, unless noted: active = activation above about 30%; inactive = the rest. Rows were taken by chance; any-hit rate near 7.3%.

compound	D2 potentiator	D1 potentiator	TRHR PAM	D1 antagonist	RXFP1 antag	D2 antag	D1 ag	TRHR agonist	D2 ag
COc1ccc(-n2c(O)c(Cc3ccccc3)c(=O)n3nc(-c4ccccc4)c(=O)cc23)cc1	-3	-5	-3	3	-12	26	0	-0.2	-0.8
COc1cc(CNc2ccc(N3CCCCC3)cc2)ccc1OCC(=O)NC(C)(C)C	1	-2	-3	-3	-1	8	6	-0.5	-0.3
CCOc1ccc(NC(=S)N(CCc2c(C)[nH]c3ccc(C)cc23)Cc2ccco2)cc1	6	-3	3	7	.	-10	1	-1.7	-0.6
O=C(CSc1ncnc2ccccc12)c1cccs1	6	-6	-5	-54*	6	3	3	-2.3	-0.6
CC1(C)CC(NC(=O)c2ccccn2)CC(C)(C)N1O	7	-2	-2	-2	0	-1	-2	0.2	0.4
O=C(CCN1C(=O)/C(=C/c2ccccc2F)SC1=S)NCCCn1ccnc1	13	1	6	1	6	21	5	-0.7	-0.2
Cc1noc(/C=C/c2ccc(-c3ccccc3Cl)o2)c1[N+](=O)[O-]	-6	2	10	-4	3	5	133*	32*	27
CCc1cc(-c2nc(N)ncc2-c2ccc(Br)cc2)c(O)cc1OC	-2	1	-3	9	-24	-22	2	0.7	0.9
Nc1cc(C(F)(F)F)ccc1-n1cccc1	-9	-7	-7	-17	4	39*	7	0.0	0.1
Cc1ccc(Cl)cc1N1CCN(C(=O)c2cn(C)c3ccc(S(=O)(=O)N4CCCCC4)cc3c2=O)CC1	-8	0	-9	16	-1	.	0	-0.4	-0.7

At a glance, 2 of the compounds above.
compound	D2 potentiator	D1 potentiator	TRHR PAM	D1 antagonist	RXFP1 antag	D2 antag	D1 ag	TRHR agonist	D2 ag
COc1ccc(-n2c(O)c(Cc3ccccc3)c(=O)n3nc(-c4ccccc4)c(=O)cc23)cc1	-3	-5	-3	3	-12	26	0	-0.2	-0.8
COc1cc(CNc2ccc(N3CCCCC3)cc2)ccc1OCC(=O)NC(C)(C)C	1	-2	-3	-3	-1	8	6	-0.5	-0.3

Next section
compound	D2 potentiator	D1 potentiator	TRHR PAM	D1 antagonist	RXFP1 antag	D2 antag	D1 ag	TRHR agonist	D2 ag
CCN(Cc1ccccc1)C(c1ccccn1)c1nnnn1C1CCCCC1 (stereo not drawn)	5	1	-5	6	-1	28	0	-0.6	-0.3
Cc1ccc(OCC(=O)Nc2ccc(N3CCN(S(C)(=O)=O)CC3)cc2)c(C)c1	-5	2	7	-10	-6	2	1	0.4	1.3
Cc1ccn(CCSCC(=O)O)n1	-9	1	-7	-5	-13	11	1	0.4	-0.5
CCN(C(=O)Cn1c(C(=O)OC)cc2sc(Cl)cc21)c1cccc(C)c1	1	11	-1	16	5	.	7	1.9	7.5
Cc1ccc(-c2cc(-c3nnc(SCC(=O)NCC(C)C)n3N)c3ccccc3n2)cc1	.	-5	-7	-9	1	.	5	-0.2	.
CN1C(=O)C(=O)/C(=C(/O)c2ccccc2)C1c1ccccc1 (stereo not drawn)	-5	-1	6	22	3	0	-2	0.1	1.7
CC(=O)c1ccc(NC(=O)Cn2c(=O)n(Cc3ccco3)c(=O)c3sc4ccccc4c32)cc1	-5	0	10	-3	.	.	2	1.4	0.9
N#Cc1ccc(C(=O)CSc2n[nH]c(=O)n2-c2cccnc2)cc1	-4	-1	1	0	-11	11	2	-0.5	0.5
COc1ccc(C(=O)Nc2cc3c(cc2C(=O)O)OCCCO3)c(OC)c1	.	1	1	-5	-13	9	1	-0.1	2.0
O=C(Nc1ccccc1Cl)N1CCCN(c2nc(-c3ccccc3)ns2)CC1	14	-3	-2	-18	-2	-4	14	0.5	0.1

With a hit mark in D2 antag, of those listed so far:
SMILES	D2 potentiator	D1 potentiator	TRHR PAM	D1 antagonist	RXFP1 antag	D2 antag	D1 ag	TRHR agonist
Nc1cc(C(F)(F)F)ccc1-n1cccc1	-9	-7	-7	-17	4	39*	7	0.0

Other compounds
compound	D2 potentiator	D1 potentiator	TRHR PAM	D1 antagonist	RXFP1 antag	D2 antag	D1 ag	TRHR agonist	D2 ag
CCOC(=O)C(N)CSC1CC(=O)N(CCc2ccccc2)C1=O (stereo not drawn)	-1	3	-2	-7	1	-2	2	0.7	0.1
Cc1nn(Cc2cccc(C(=O)NC34CC5CC(CC(C5)C3)C4)c2)c(C)c1Br	6	3	-6	10	-1	13	-2	0.3	2.7
O=C(CO/N=C/c1ccc(Cl)cc1Cl)NNC(=O)c1ccc(Cl)cc1Cl	-5	3	12	-2	4	-6	4	-0.2	-0.9
Cc1cc(C)cc(N(C(=O)c2cccs2)C2C=CS(=O)(=O)C2)c1 (stereo not drawn)	2	1	1	-9	-28	-3	4	2.0	0.0
Cc1ccc(CN2CCNC(=O)C2CC(=O)N(C)C2CCCCC2)o1 (stereo not drawn)	-1	-1	-8	6	-1	-8	2	0.4	0.3
CCOc1ccc(N(Cc2ccccc2)C(=O)c2nc(S(C)(=O)=O)ncc2Cl)cc1	-1	0	-24	-5	?	.	1	0.6	10
COC(=O)C(C(=O)Nc1cc(C)on1)C1CCCCCC1 (stereo not drawn)	-2	-1	0	-24	-5	-11	-1	-0.2	0.9
Cc1cc(NC(=O)CS(=O)(=O)c2ccc(F)cc2)no1	7	-3	8	-4	-7	-10	3	-0.3	-0.6
CCN1C(=O)C(O)(CC(=O)c2ccccn2)c2ccccc21 (stereo not drawn)	-9	0	6	-6	-13	-2	-1	1.5	1.2
O=C(NCC(c1ccc(F)cc1)N1CCOCC1)c1cccnc1Sc1ccccc1Cl (stereo not drawn)	2	-3	-10	3	-5	.	1	0.4	.
COc1ccccc1Nc1nn2c(=O)c3ccc(C(=O)NCc4ccc(F)cc4)cc3nc2s1	2	0	2	-2	.	.	-1	0.8	0.9
COC(=O)c1ccc(/C=N\NC(=O)CC(=O)NCCc2ccccc2)cc1	-8	1	3	2	-1	-13	1	-0.7	0.1
COc1cc(NC(=S)N2CCN(C(c3ccccc3)c3ccccc3)CC2)cc(OC)c1	-1	2	2	-32*	0	5	5	0.9	1.0
CCOc1ccc(CCNC(=O)COC(=O)c2ccc(F)c(S(=O)(=O)N3CCOCC3)c2)cc1OCC	19	-14	-4	-22	-4	6	1	0.0	0.6
Cn1c(N)c(C(=O)COC(=O)c2cccnc2Cl)c(=O)n(C)c1=O	0	0	1	10	-9	16	3	0.9	1.3
CC(C)Cn1c(CCCNC(=O)c2ccco2)nc2ccccc21	-13	2	-3	-2	-17	-4	1	-0.8	0.0
CCOC(=O)c1[nH]c(Cc2[nH]c(C(=O)OCC)c(C)c2CCC(=O)OC)c(CCC(=O)OC)c1C	-10	-14	-6	-55*	-12	16	4	1.1	1.3
CCCCN=C1N/C(=C\c2ccco2)C(=O)N1c1ccccc1	-7	-2	-7	6	0	29	4	-1.0	0.4
CC(C)CCNC(=O)[C@@H](NC(=O)c1c(F)cccc1F)C(C)C	-15	-4	6	6	-17	0	1	0.2	-0.8
COc1ccc([C@H]2CC(=O)C=C(c3ccc(F)cc3OCc3ccccc3)C2)cc1	-7	-1	-1	.	.	-5	9	1.6	1.5
O=C(NCCS(=O)(=O)NCCc1ccccc1)c1ccccc1	-16	-11	-1	-10	-2	-11	0	-0.2	-0.3
CC1Cc2ccccc2N1C(=O)COC(=O)c1ccc(S(=O)(=O)N(C)C)cc1 (stereo not drawn)	8	-3	1	-9	-1	-2	3	-0.3	-0.8
C/C(CCc1ccccc1)=N/NC(=O)C(=O)NC(C)c1ccccc1 (stereo not drawn)	3	-9	-2	-18	-15	-18	0	-0.6	0.5
O=C(NCN1C(=O)C2C3C=CC(C3)C2C1=O)Nc1ccccc1O (stereo not drawn)	12	10	4	-9	-27	3	4	0.4	0.7
CC1(C)CC(=O)C2=C(C1)OC(N)=C(C#N)C2C#Cc1ccccc1 (stereo not drawn)	-12	12	3	7	-4	-15	12	-0.2	0.3
C=CCSc1nnc(-c2cccnc2)o1	2	3	-2	27	.	-4	-1	0.0	-0.2
O=S(=O)(Nc1ccccn1)c1cc(Cl)ccc1Cl	-1	5	5	6	-9	3	0	0.3	-1.5
CC(C)(C)NC(=O)C(c1ccccn1)N(C(=O)c1csnn1)C1CCCCC1 (stereo not drawn)	7	1	2	-8	-36	-2	4	0.3	1.2
COc1ccc(CNC(=O)COC(=O)/C=C/c2ccco2)cc1	2	-4	3	2	-10	4	0	-1.0	1.0
Cn1cnnc1SCC(=O)c1cc2ccccc2oc1=O	-10	-2	-6	-4	4	3	-1	1.3	0.0
COC(=O)C(Cc1c[nH]c2ccccc12)NC(=O)c1ccccc1Br (stereo not drawn)	-2	2	0	-17	-2	-9	3	0.1	0.5
COc1ccc(NC(=O)Nc2cccs2)cn1	-3	-6	1	-6	-7	13	7	0.4	0.1
CCCC12CN3CC(C)(CN(C1)C3c1ccc([N+](=O)[O-])o1)C2=O (stereo not drawn)	1	-1	-4	5	-4	-1	0	0.5	0.8
CCOC(=O)CCCNC(=O)COc1ccccc1C#N	8	10	2	-1	-12	-2	1	0.3	1.4
COc1ccc(C2/C=C\CN(S(=O)(=O)c3ccc(C)cc3)[C@H](Cc3ccccc3)C(=O)N2Cc2ccc(F)cc2)cc1 (stereo partly drawn)	15	2	-1	23	.	-2	5	0.3	-0.2
O=C(CCCc1nc(-c2ccc(Cl)cc2)no1)NC1CCCCC1	.	-1	-4	-9	-4	7	7	0.5	0.9
O=c1[nH][nH]c(-c2ccccc2)c1C=Nc1ccc(F)cc1F	.	-3	1	-3	15	.	2	0.5	.
CCOC(=O)c1c(NC(=O)COC(=O)c2cc(OC)c(OC)cc2[N+](=O)[O-])sc(C)c1C	9	-2	-1	-6	0	6	4	-0.3	0.3
CCN(C(=O)CSc1nc2cc(C(=O)OC)ccc2c(=O)n1Cc1ccco1)c1cccc(C)c1	2	-3	-4	0	-17	-15	10	-1.0	0.2
CC(=O)Nc1cccc(C(=O)N(Cc2ccccc2)Cc2ccccc2)c1	6	-1	-4	-3	-1	-1	3	1.0	0.7
O=C(CSc1nnc2ccc3ccccc3n12)c1ccc(F)cc1	8	5	-5	-4	-6	.	-1	-1.1	-1.1
Cc1ccc(NC(=O)c2ccc(Cl)c(S(=O)(=O)N3CCCCCC3)c2)nc1	-4	-2	-8	-2	-8	9	7	0.6	-0.2
Cc1cc(C)nc(NNC2=CC(=[N+]3CCCC3)CCC2)n1	11	11	-1	-7	-7	-14	0	0.0	-0.4
FC(F)(F)c1cc(-c2cccs2)nc2nc(N3CCOCC3)sc12	7	-2	-1	22	-11	-16	5	-0.5	1.4
Cc1cc(NC(=O)COC(=O)CSCc2ccc(Cl)c(Cl)c2)no1	0	-2	-4	9	-3	11	5	-0.8	0.0
O=C(CSc1ccc2c(c1)OCCO2)Nc1ccc(Br)cc1	-11	-2	1	-22	-3	-11	4	-0.2	-0.3
